Screening data from PubChem.
Gal4-VP16 FLuc = inhibits Gal4-VP16 luciferase reporter, ROR gamma counter-screen | Drosophila S2 Gal4-VP16 UAS-luciferase, luminescence, 20 h | Potency, µM (highest dose often 53.6 µM), for inactives: at the top dose activity, negative = inhibition, most hits filed as inhibitors | 3.5% of 310,000 active;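 also: Gal4-VP16 expression switched on by copper sulfate through the metallothionein promoter; % is scaled to controls: 0 for no effect and ±100 for the full control effect; nearly all actives have a fitted effect of over 50% in size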
p53 reactivation = mutant p53 re-activation in reporter cells. AID 504706. 0.063% of 320,000 active. H1299 p53-A138V BP100-luciferase reporter, luminescence, 24 h. Potency, µM (doses to about 92.2 µM), for inactives: top-dose activity change, positive = activation, hits mostly activators; also: % of control where 0% means no effect; nearly all actives have a fitted effect of over 45% in size
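p53-null H1299 cells stably carrying temperature-sensitive p53-A138V and a BP100-luciferase reporter were pinned with compounds (4-point, 1:5 series) and held 24 hrs at 37 deg C. Luminescence was read 10 min after detection reagent.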
ELG1 genotoxic = genotoxicity induction in ELG1-luciferase HEK293T cells; 1.3% of 330,000 active; Potency, µM (titrated, usually from 46 µM), for the others: at the highest dose activity change, positive = activation, hits mostly activators; HEK293T ELG1-luciferase reporter, luminescence, 16 h; also: % of control where 0% means no effect; nearly all actives have a fitted effect of over 60% in size
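HEK293T cells expressing luciferase-tagged ELG1 were exposed to compound or DMSO vehicle for 16 hr at 37 °C and 5% CO2. Luciferase activity was then measured with ONE-Glo after 30 min at room temperature.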
NPC1 prom act = NPC1 promoter activation; Huh7 NPC1 promoter luciferase reporter, 24 h; Potency, µM (top dose mostly 9.22 µM), without a hit: at the top dose activation, most hits filed as activators; 2.4% of 320,000 active; AID 485313;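 also: % of control where 0% means no effect; nearly all actives have a fitted effect of over 60% in size; reporter is driven by a mutant NPC1 promoter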
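Luminescence from an NPC1 promoter-driven luciferase reporter in stably transfected Huh7 cells was measured after 24 h compound treatment at 37 °C, followed by 10 min ambient incubation with luciferase detection reagent.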
MBNL1-CUG inh = inhibitors of human MBNL1 binding to CUG repeat RNA. TR-FRET MBNL1-His/biotin-(CUG)12 binding, 665/545 ratio. AID 2675. 0.036% of 280,000 active. Potency, µM (top dose mostly 57.5 µM), for inactives: at the top dose activity change, negative = inhibition, usual class: inhibitors. Q9NR56; active = well fitted inhibition curve with a large enough effect in the signal ratio, with a control signal flat, not every such curve was filed as active; inconclusive = small, poorly fitted or top-dose-only effect, or effect the other way, or a change in a side signal; inactive = no such curve, though single readings can be large or run the other way; the % refers to the signal ratio; also: % is scaled to controls: 0 for no effect and ±100 for the full control effect
Target sequence (Q9NR56 whole entry, looked up): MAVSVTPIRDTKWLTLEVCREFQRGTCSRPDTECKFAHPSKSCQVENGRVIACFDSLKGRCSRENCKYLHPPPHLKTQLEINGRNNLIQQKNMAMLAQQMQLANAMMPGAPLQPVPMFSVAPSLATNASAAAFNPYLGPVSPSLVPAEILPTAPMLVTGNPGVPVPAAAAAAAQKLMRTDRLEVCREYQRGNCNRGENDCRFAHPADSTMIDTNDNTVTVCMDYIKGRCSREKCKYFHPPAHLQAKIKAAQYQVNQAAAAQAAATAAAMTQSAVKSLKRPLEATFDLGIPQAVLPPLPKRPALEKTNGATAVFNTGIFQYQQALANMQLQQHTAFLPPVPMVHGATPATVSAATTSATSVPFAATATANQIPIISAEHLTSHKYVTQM
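Compound titration spanned 92 nM–58 uM against the MBNL1-His/biotin-(CUG)12 complex. After 60 min at room temperature with 5 nM streptavidin-XL665 and 0.055 ng/ul terbium anti-His, ratiometric 665/545 nm emission (Ex 340 nm) normalized to controls.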
uPA generation = blocks generation of uPA at the cell surface; cell surface uPA generation assay, qHTS; 0.31% of 330,000 active; Potency, µM (titrated, usually from 38.3 µM), for the others: at the highest dose activity change, negative = inhibition, usual class: inhibitors; AID 540303; active = well fitted inhibition curve with a large enough effect; inconclusive = small, poorly fitted or top-dose-only effect; inactive = no such curve, though single readings can be large or run the other way; tested in mouse RAW 264.7 cells; also: % is scaled to controls: 0 for no effect and ±100 for the full control effect; nearly all actives have a fitted effect of over 55% in size
BRCA1 expr up = BRCA1 expression activation; MCF7-BRCA1-FFLuc reporter, luminescence, 48 h; response scale: scaled: vehicle 0%, 10 µM genistein 100%; Potency, µM (top dose mostly 46.1 µM), inactives show at the top dose activation, usual class: activators; 1.1% of 380,000 active; also: nearly all actives have a fitted effect of over 80% in size; some results filed as inactive show a strong effect at the top dose
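Cells: MCF7-BRCA1-FFLuc, 2000/well. Exposure: 48 h, 37 °C, 5% CO2. Read: luminescence, 15 min post-substrate. Controls: genistein 10 microM (maximal activation), DMSO (neutral).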
CXXC DNA block = MLL CXXC-DNA interaction inhibition; MLL-CXXC / FITC-HOXA9 DNA fluorescence polarization; AID 2662; 0.037% of 290,000 active; Q03164; Potency, µM (highest dose often 115 µM), for the others: at the highest dose activity change, negative = inhibition, usual class: inhibitors; active = well fitted inhibition curve with a large enough effect in the polarisation, with a control signal flat, not every such curve was filed as active; inconclusive = small, poorly fitted or top-dose-only effect, or effect the other way, or a change in a side signal; inactive = no such curve, though single readings can be large or run the other way; the % refers to the polarisation
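Fluorescence polarization: 7 uM MLL-CXXC (stock) preincubated 5 min with compounds, then 50 nM fluorescein-HOX-A9 DNA (stock) added; 30 min ambient. Buffer 50 mM Tris-HCl pH 7.5, 50 mM NaCl, 1 mM DTT, 0.05% BSA.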
RORgamma inh = inhibitors of mouse ROR gamma transcriptional activity; Potency, µM (titrated, usually from 53.6 µM), without a hit: top-dose activity change, negative = inhibition, actives largely listed as inhibitors; Drosophila S2 Gal4-RORgamma UAS-luciferase reporter, 20 h; P51450; AID 2551; 5.4% of 310,000 active; also: % is scaled to controls: 0 for no effect and ±100 for the full control effect; nearly all actives have a fitted effect of over 60% in size
Target sequence (P51450 whole entry, looked up, the tested form may be a part): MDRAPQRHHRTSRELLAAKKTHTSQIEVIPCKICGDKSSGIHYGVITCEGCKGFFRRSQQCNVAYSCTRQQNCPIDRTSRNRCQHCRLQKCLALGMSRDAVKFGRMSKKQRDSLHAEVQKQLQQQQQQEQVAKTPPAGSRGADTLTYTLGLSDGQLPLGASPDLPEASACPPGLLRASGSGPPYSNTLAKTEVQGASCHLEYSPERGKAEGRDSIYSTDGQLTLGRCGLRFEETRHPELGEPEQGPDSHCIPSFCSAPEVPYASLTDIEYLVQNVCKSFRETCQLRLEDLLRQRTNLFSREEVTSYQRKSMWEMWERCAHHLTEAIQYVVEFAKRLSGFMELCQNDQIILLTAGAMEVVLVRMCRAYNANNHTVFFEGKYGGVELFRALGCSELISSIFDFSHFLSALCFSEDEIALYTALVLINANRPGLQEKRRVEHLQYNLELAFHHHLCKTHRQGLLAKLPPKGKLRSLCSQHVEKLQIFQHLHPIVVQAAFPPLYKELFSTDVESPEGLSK
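ROR gamma transcriptional activity was tracked as Gal4-UAS luciferase output in stably transfected Drosophila Schneider cells, with compound added 1 hr before 700 uM copper sulfate induction and a 20 hr ambient-temperature incubation.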
FLuc counter = counter-screen for miR-21 project: firefly luciferase inhibitors or activators | P08659 | purified FLuc, Km substrates, luminescence inhibition | Potency, µM (highest dose often 57.5 µM), inactives show top-dose activity change, negative = inhibition, most hits filed as inhibitors | 6.9% of 360,000 active;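 also: plate controls were vehicle for no effect and reference inhibitor for full effect; nearly all actives have a fitted effect of over 55% in size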
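Biochemical qHTS of compounds, final roughly 60 µM downward over six points, against 10 nM purified firefly luciferase using Km concentrations of substrates (10 uM D-luciferin, 10 uM ATP) in Tris acetate pH 7.5 buffer; luminescence output.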
Rab9 prom act = Rab9 promoter activation; Huh7 Rab9 promoter-luciferase reporter, luminescence, 24 h; Potency, µM (highest dose often 9.22 µM), for inactives: at the top dose activation, negative = inhibition, hits mostly activators; 2.8% of 320,000 active; AID 485297; also: % of control where 0% means no effect; nearly all actives have a fitted effect of over 60% in size
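Cells were plated at 1500 per well in reduced-serum medium with 10% FBS and left 2 h. Compound in DMSO was then added for 24 h at 37 °C. Reporter signal was read by luminescence after 10 min with luciferase detection reagent.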
An asterisk follows results filed as active; u = inconclusive; x = no result given; [ ] = remark or other dose. Unless noted, calls follow the shape of the dose curve; as a rule, active = well fitted curve in the direction sought with a large enough effect; inconclusive = small, poorly fitted or top-dose-only effect, or another doubt; inactive = no such curve, though single readings can be large; an effect the other way counts as inactive or inconclusive. Potency is read from the fitted curve at half-maximal effect. The list is partial, so the mix of outcomes need not match the whole.

Order of values – MBNL1-CUG inh, RORgamma inh, FLuc counter, CXXC DNA block, ELG1 genotoxic, p53 reactivation, BRCA1 expr up, Gal4-VP16 FLuc, uPA generation, NPC1 prom act, Rab9 prom act
CCOc1ccc(C(c2c(C)[nH][nH]c2=O)c2c(C)[nH][nH]c2=O)cc1OCC
    -6%, -22%, 5%, 4%, -1%, -3%, 1%, -5%, -7%, 0%, 1%
Cc1csc2nc3ccccc3c(=O)n12
    -3%, 1%, -1%, 3%, 10%, u, 23%, 0%, -4%, 0%, -7%
C=CCNC(=O)C1CC(=O)N(c2ccc(OCC(=O)NCc3ccccc3)cc2)C1 (stereo not given)
    2%, -15%, 5%, 15%, -18%, -3%, -14%, -8%, 4%, -2%, -9%
Cc1c(Cc2ccccc2)c(=O)oc2c(C)c(OC(C)C(=O)N[C@@H](Cc3ccccc3)C(=O)O)ccc12 (stereo not given in full)
    1%, 19%, 0%, -26%, 0%, 0%, -14%, -5%, 12%, 1%, 1%
COc1ccc(C(=O)CSc2nnc(CNC(=O)c3ccccc3)o2)cc1
    -8%, 38%, -13%, -1%, -3%, -13%, -10%, -6%, -18%, 1%, 7%
COC(=O)c1sc(C(F)(F)F)c(-c2ccccc2)c1S(=O)(=O)N1CCCC1
    x, 10%, 2%, u, -9%, -3%, -23%, -3%, -1%, 0%, -1%
Cc1cc(C)n(C(=O)CNC(=O)c2cccc(Cl)c2)n1
    2%, 8%, -6%, 12%, 0%, 4%, 0%, 25%, -2%, 2%, 3%
Cc1c(C(=O)NCC2CCCO2)oc2ccccc12 (stereo not given)
    x, x, u, x, u, u, 84%, x, 5%, u, u
CCN(c1ccccc1)S(=O)(=O)c1ccc(Cl)c(C(=O)N(CC2CCCO2)C2CCS(=O)(=O)C2)c1 (stereo not given)
    -6%, 31%, 0%, 18%, -13%, -1%, 19%, -2%, -12%, -6%, 0%
c1ccc2sc(-c3ccc4c(c3)OCO4)nc2c1
    33%[activator], u, 0.54µM*, 12%, 0.58µM*, u, -41%, 2.2µM*, -11%, 0.56µM*, 0.32µM*
CCOC(=O)Cn1cnc2c(nnn2-c2ccc(F)cc2)c1=O
    -10%, 15%, -9%, x, 1%, -3%, -18%, -2%, 5%, 4%, -3%
O=c1oc2ccccc2c(Cl)c1CN1CCCCC1
    5%, -9%, -1%, -2%, 2%, -12%, -43%, -3%, u, -22%, 0%
O=C(NNc1ccc([N+](=O)[O-])cc1[N+](=O)[O-])C1C2CCCCC21 (stereo not given)
    29%[11.5 µM], 10%, 0%, 0%, -1%, -1%, -15%, 7%, 8%, -5%, 0%
O=C(COc1ccc(Cl)cc1)Nc1cc(S(=O)(=O)N2CCCCC2)ccc1N1CCCCC1
    x, 5%, -1%, 23%, -3%, 6%, -6%, -9%, 22%, -8%, -4%
Cc1cccc(CN2CCC(CNC(=O)Cn3ncc4c([nH]c5ccccc54)c3=O)CC2)c1
    -4%, -2%, 1%, 4%, 0%, -2%, 4%, -6%, -6%, 0%, -2%
Cn1nc(C(=O)Nc2cccc(S(=O)(=O)N3CCCC3)c2)c2ccccc2c1=O
    x, x, -2%, x, 14%, -15%, -43%, x, -3%, -4%, 0%
CC(Oc1ccccc1Cl)C(=O)Nc1ccc(S(=O)(=O)N2CCCC2)cc1 (stereo not given)
    x, x, 5%, x, -4%, -6%, -29%, x, 6%, -9%, 1%
CCOC(=O)c1c(NC(=O)COC(=O)c2ccc(NC(=O)CC#N)cc2)sc(C(=O)NC)c1C
    x, x, -3%, x, 5%, -4%, 10%, x, 12%, 0%, 0%
CCCCN(C(=O)c1ccc(-c2ccc([N+](=O)[O-])cc2)o1)c1c(N)n(CC(C)C)c(=O)[nH]c1=O
    x, x, 7%, x, 0%, 1%, -28%, x, 4%, -3%, -3%
O=C(CC1CCCCC1)Nc1c2c(nn1-c1ccc(F)cc1)CS(=O)(=O)C2
    0%, 8%, 8%, -5%, -4%, -10%, -22%, 2%, x, -1%, -13%
Cc1oc(-c2ccccc2F)nc1CS(=O)(=O)CC(=O)NC(C)CCc1ccccc1 (stereo not given)
    -14%, 9%, 0%, -5%, -7%, -6%, -7%, 3%, 2%, 1%, -9%
CCOC(=O)CCSCC(=O)Nc1nnc(C)s1
    u, 12%, 1%, 5%, -3%, 3%, -9%, -3%, 24%, 0%, -8%
CCCCN(C)CCNC(=O)c1cn(C)c(=O)c2c1c1ccccc1n2C
    u, 6%, -4%, 11%, 1%, -1%, -34%, -1%, -4%, 8%, -8%
O=S(=O)(NCCSc1ccc(Cl)cc1)c1ccc2c(c1)OCCO2
    4%, u, -5%, 1%, -7%, -1%, 1%, -12%, 2%, 4%, -3%
O=c1[nH]c(-c2ccc(Cl)cc2)nc2c1cnn2-c1ccccc1
    -9%, 5%, 3%, 6%, -1%, -3%, x, 0%[0.365 µM], x, -1%, -7%
CC(OC(=O)c1ccc(-n2cnnn2)cc1)C(=O)Nc1ccccc1[N+](=O)[O-] (stereo not given)
    x, x, 3%, x, 0%, 7%, -5%, x, -21%, 0%, 1%
Brc1ccc(-c2cnnc(N3CCCC3)n2)cc1
    u, 12%, -15%, -3%, 0%, 0%, 9%, -5%, 4%, -2%, 2%
CSc1ccc(CCNC(=O)C2CCN(c3nnc(-n4cccc4)s3)CC2)cc1
    -12%, 14%, 4%, 0%, 3%, 6%, 21%, 2%, -11%, -2%, 4%
O=C(NCC(=O)N(Cc1ccccc1)C(C(=O)NCC1CCCO1)c1ccccc1)c1ccco1 (stereo not given)
    -16%, -3%, 3%, -4%, -12%, 1%, -11%, 7%, 1%, 2%, -1%
COc1ccc(CC(=O)Nc2cc(S(=O)(=O)N3CCOCC3)ccc2N2CCOCC2)cc1
    -8%, 26%, 1%, 7%, -8%, -1%, 17%, -1%, 3%, -1%, -6%

Reformatted: entries from further up.
| mol | MBNL1-CUG inh | RORgamma inh | FLuc counter | CXXC DNA block | ELG1 genotoxic | p53 reactivation | BRCA1 expr up | Gal4-VP16 FLuc | uPA generation | NPC1 prom act | Rab9 prom act |
| --- | --- | --- | --- | --- | --- | --- | --- | --- | --- | --- | --- |
| O=C(CC1CCCCC1)Nc1c2c(nn1-c1ccc(F)cc1)CS(=O)(=O)C2 | 0% | 8% | 8% | -5% | -4% | -10% | -22% | 2% | x | -1% | -13% |
| Cc1oc(-c2ccccc2F)nc1CS(=O)(=O)CC(=O)NC(C)CCc1ccccc1 (stereo not given) | -14% | 9% | 0% | -5% | -7% | -6% | -7% | 3% | 2% | 1% | -9% |
| CCOC(=O)CCSCC(=O)Nc1nnc(C)s1 | u | 12% | 1% | 5% | -3% | 3% | -9% | -3% | 24% | 0% | -8% |
| CCCCN(C)CCNC(=O)c1cn(C)c(=O)c2c1c1ccccc1n2C | u | 6% | -4% | 11% | 1% | -1% | -34% | -1% | -4% | 8% | -8% |

Other entries follow.
Order of values – MBNL1-CUG inh, RORgamma inh, FLuc counter, CXXC DNA block, ELG1 genotoxic, p53 reactivation, BRCA1 expr up, Gal4-VP16 FLuc, uPA generation, NPC1 prom act, Rab9 prom act
Cc1nonc1OCCNc1ccc([N+](=O)[O-])cc1[N+](=O)[O-]
    x, 30%, 0%, -10%, 0%, -2%, -11%, -2%, -1%, 1%, -2%
COC(=O)CNC(=O)CSc1ccccn1
    -1%, 36%, -4%, -1%, 0%, -1%, -2%, -5%, 6%, 0%, -6%
O=S(=O)(c1cccc2nsnc12)N1CCOCC1
    u, 25%, 2%, -8%, 0%, -5%, -9%, 1%, 1%, 7%, 9%
COC(=O)c1ccc(COc2ccccc2/C=N/NC(=O)c2cccnc2)cc1
    2%, -7%, 21µM*, 14%, 6%, 1%, 62%, 1%, -10%, -3%, 0%
CCOC(=O)/C(C#N)=C/c1c(N2CCCCCC2)nc2ccccn2c1=O
    u, -1%, -2%, -4%, -7%, -11%, -27%, -11%, -7%, -7%, -1%[1.84 µM]
CCOc1ccc(/C=C/C(=O)NCc2ccccc2)cc1
    3%, 20%, 15µM*, 4%, 8%, 9%, 49%, 2%, -2%, 2%, -2%
